MEKK2 WT-MEK5 – raises or lowers MEK5 binding to wildtype human MEKK2 PB1 domain. bead flow cytometry, Alexa488-MEK5 binding to MEKK2 WT; actives lie on both sides. binding response (% of control), % at 10 µM. AID 1531. actives 1.1% (n = 290,000). Q9Y2U5; in the data active means binding response below about 67% or above about 130%
IMP-1 inhibitor – blocks Pseudomonas aeruginosa IMP-1 metallo-beta-lactamase; inhibition, % at 5.6 µM; AID 1556; actives 0.45% (n = 290,000); purified IMP-1, nitrocefin hydrolysis, epi-absorbance fluorescence;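 active means inhibition above the mean plus 3 SD of all compounds in the same screening run, cut at about 4.5% in these data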;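 further: 0% = IMP-1 with DMSO and 100% = DMSO wells lacking enzyme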
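System: purified recombinant IMP-1 beta-lactamase. Medium: Zinc- and detergent-supplemented HEPES buffer, pH 7.1. Compound: one 5.6 µM dose […]. Schedule: 15 min preincubation plus 25 min reaction at 25 °C. Technique: Epi-absorbance fluorescence, 480 nm excitation, 530 nm emission.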
SUMO HTRF inh – SUMOylation inhibition. P63279. HTRF SUMOylation assay, SAE1/SAE2 + UBC9, in vitro. inhibition, % at 35 µM. actives 0.36% (n = 290,000). AID 2006; in the data active means inhibition above about 50%, passing the limit was not always enough; further: strong numbers were not always called active
Target sequence (P63279 whole entry, looked up): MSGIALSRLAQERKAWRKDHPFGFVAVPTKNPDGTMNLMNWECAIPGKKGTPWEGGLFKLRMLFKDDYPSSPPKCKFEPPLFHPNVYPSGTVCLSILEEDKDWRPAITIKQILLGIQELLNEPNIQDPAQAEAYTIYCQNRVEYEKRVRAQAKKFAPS
NALP1 yeast inh – inhibitors of NALP1 inflammasome in yeast. S. cerevisiae NALP1/ASC/caspase-1 growth, X-gal OD620, 72 h. actives 0.61% (n = 280,000). inhibition, % at 10 µM; in the data active means inhibition mostly above about 24%, no sharp cut-off; inactive means mostly below about 32%; further: some compounds called inactive have numbers as strong as hits
MEKK2 mut-MEK5 – signal of MEK5 binding to mutant human MEKK2 PB1 domain; bead flow cytometry, Alexa488-MEK5 binding to MEKK2 mutant; actives 0.35% (n = 290,000); percent response, % at 10 µM; AID 1530; in the data active means percent response above about 24%, passing the limit was not always enough; further: inactives centre near 1; some results filed as inactive read as strong as hits
M18AAP inhibitor – PfM18AAP enzyme inhibition | recombinant PfM18AAP, H-Glu-NHMec fluorogenic cleavage | actives 1.2% (n = 290,000) | inhibition, % at 7.35 µM;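 active means inhibition above the campaign mean inhibition over all tested compounds plus 3 SD, cut at about 28% in these data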;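 further: 0% = plate median of test compound wells and 100% = 2 mM ZnCl2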
VIM-2 inhibitor – blocks Pseudomonas aeruginosa VIM-2 metallo-beta-lactamase; purified VIM-2, nitrocefin hydrolysis, epi-absorbance fluorescence; inhibition, % at 5.6 µM; actives 0.89% (n = 290,000); AID 1527;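 active means inhibition above the mean of all tested compounds plus 3 SD, cutoff set per screening run, cut at about 7.5% in these data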;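 further: red hydrolysis product quenches plate fluorescence so inhibitors raise well fluorescence; 0% = enzyme with DMSO and 100% = DMSO without enzyme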
DNA FID counter – displaces DNA intercalator in HCV helicase counter-screen; AID 1845; actives 0.17% (n = 290,000); DNA fluorescent intercalator displacement, fluorescence; inhibition, % at 7.9 µM; in the data active means inhibition above about 37%;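 further: 0% = vehicle and 100% = reference compound; higher means more ethidium bromide displaced from hairpin DNA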
HCV NS3 hel inh – blocks Hepatitis C virus NS3 helicase unwinding | NS3 helicase DNA unwinding, Cy5 molecular beacon fluorescence | inhibition, % at 10.9 µM | actives 0.56% (n = 290,000);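 active means inhibition above the mean of all tested compounds plus 3 SD, set per campaign, cut at about 35% in these data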;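 further: 0% = DMSO wells and 100% = thioflavine S control wells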
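System: HCV NS3 helicase fragment; control set: DMSO and thioflavine S; technique: Cy5 fluorescence at 0 and 60 min, beacon hairpin quenching; reagent: beacon DNA duplex substrate plus ATP; replicates: singlicate; schedule: 1 h reaction at 25 °C, ATP-initiated; medium: MOPS buffer pH 6.5 with MgCl2, DTT, Tween20, BSA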
* hit, by the source's call; / = not tested or not shown.

SMILES	MEKK2 WT-MEK5	IMP-1 inhibitor	SUMO HTRF inh	NALP1 yeast inh	MEKK2 mut-MEK5	M18AAP inhibitor	VIM-2 inhibitor	DNA FID counter	HCV NS3 hel inh
COc1cc(OC)c2c(-c3ccccc3)cc(=O)oc2c1C(CCN1CCCCC1)c1ccc(N(C)C)cc1 (stereo not drawn)	183*	/	12	16	20	/	/	/	/
COc1cc(NC(=O)C2=CC(c3ccco3)=NS(=O)(=O)N2C)cc(OC)c1OC	108	-2.5	/	28	4	3	2.3	-15	7
Cc1ccc2cc(C)c3nnc(SCC(=O)NCc4ccco4)n3c2c1	100	-5.3	26	7	4	-1	6.8	-18	5
CCC(C)Oc1nc(C)cc(C)c1S(=O)(=O)c1ccccc1C (stereo not drawn)	106	-1.1	-7	-7	20	-7	-2.1	-2	3
CN(CC(=O)NCc1ccccc1Cl)S(=O)(=O)c1cccs1	98	-3.3	4	10	2	4	-2.1	-12	6
COc1ccc(CNc2ccc(C(=O)O)cc2)cc1	97	-1.3	31	10	-1	0	-2.8	4	7
CC(=O)C(Cc1ccccc1)NC(=O)CN1CCN(Cc2ccccc2)CC1 (stereo not drawn)	102	-1.9	-14	-34	-3	-3	-0.9	-5	3
COc1ccc(C2CC(c3cccs3)=NN2c2ccc(F)cc2)cc1OC (stereo not drawn)	88	-2.2	25	6	-7	20	3.2	-20	-5
O=C(NCCN1CCN(C(=O)c2cccs2)CC1)c1cccs1	102	-1.5	14	4	1	-6	1.0	-3	-15
COc1ccc(/C=N/n2c(C)nc3c([nH]c4ccccc43)c2=O)cc1CN1CCCC(C)(C)C1	111	-3.2	7	6	11	1	0.1	-1	-9

Some of the entries above in another layout.
mol | MEKK2 WT-MEK5 | IMP-1 inhibitor | SUMO HTRF inh | NALP1 yeast inh | MEKK2 mut-MEK5 | M18AAP inhibitor | VIM-2 inhibitor | DNA FID counter | HCV NS3 hel inh
CC(=O)C(Cc1ccccc1)NC(=O)CN1CCN(Cc2ccccc2)CC1 (stereo not drawn) | 102 | -1.9 | -14 | -34 | -3 | -3 | -0.9 | -5 | 3
COc1ccc(CNc2ccc(C(=O)O)cc2)cc1 | 97 | -1.3 | 31 | 10 | -1 | 0 | -2.8 | 4 | 7
COc1cc(NC(=O)C2=CC(c3ccco3)=NS(=O)(=O)N2C)cc(OC)c1OC | 108 | -2.5 | / | 28 | 4 | 3 | 2.3 | -15 | 7
COc1ccc(/C=N/n2c(C)nc3c([nH]c4ccccc43)c2=O)cc1CN1CCCC(C)(C)C1 | 111 | -3.2 | 7 | 6 | 11 | 1 | 0.1 | -1 | -9
CN(CC(=O)NCc1ccccc1Cl)S(=O)(=O)c1cccs1 | 98 | -3.3 | 4 | 10 | 2 | 4 | -2.1 | -12 | 6
COc1ccc(C2CC(c3cccs3)=NN2c2ccc(F)cc2)cc1OC (stereo not drawn) | 88 | -2.2 | 25 | 6 | -7 | 20 | 3.2 | -20 | -5

Next structures
SMILES	MEKK2 WT-MEK5	IMP-1 inhibitor	SUMO HTRF inh	NALP1 yeast inh	MEKK2 mut-MEK5	M18AAP inhibitor	VIM-2 inhibitor	DNA FID counter	HCV NS3 hel inh
COCc1cc(C)nc2sc(C(=O)Nc3ccc(OC)cc3)c(N)c12	109	-2.8	0	10	13	2	-0.4	-20	6
CN(C)C(=O)c1ccc(-c2n[nH]c(=O)c3ccccc23)cc1	96	-0.9	13	0	-8	-3	1.1	4	-5
CCCc1nn2c(=O)cc(CSCC(=O)Nc3nnc(CC)s3)nc2s1	98	-0.8	5	7	-2	-14	-1.1	-18	-2
CNC(=O)NC(=O)COC(=O)CCCSc1nc2ccccc2s1	91	-0.6	-7	12	-4	-13	1.6	-32	1
O=c1c2cc3c(cc2[nH]c(=S)n1Cc1ccco1)OCO3	/	-0.4	19	19	/	0	-3.5	1	-3
CCn1c(COc2ccc(Cl)cc2)nnc1SCc1nc2ccccc2[nH]1	107	-1.8	36	18	4	-12	-2.5	-21	-11
COc1ccc(N2C(=O)CC(N3CCC(C(N)=O)CC3)C2=O)cc1 (stereo not drawn)	99	-11	12	/	4	-13	-5.2	-1	-2
Cc1nc2ccccn2c1C(=O)CSc1cccc(Cl)c1	101	-1.9	-2	15	-1	5	2.2	-3	11
COc1ccc(S(=O)(=O)NN=C2CCCC2)cc1	103	-2.6	-14	-4	1	-43	-2.4	1	-2
COc1ccccc1-n1cnc2cc(NCc3ccco3)ccc21	111	-3.2	3	2	1	6	0.6	-14	-8
CC(C)C[C@@H](C(=O)NC1CCN(Cc2ccccc2)CC1)N1C(=O)N2CCc3c([nH]c4ccccc34)[C@@]2(C)C1=O	142*	-3.6	-12	3	20	13	-3.1	23	-111
Cc1ccn2c(C(=O)N/N=C\c3ccccc3[N+](=O)[O-])c(C)nc2c1	89	-0.9	/	/	-1	-2	-2.0	-4	0
O=C(CCCN1C(=O)/C(=C/c2cccc(Br)c2)SC1=S)NCCCN1CCOCC1	120	-1.9	15	-6	11	4	2.5	20	-40
C=Cc1ccc(Cn2nc(-c3ccc(C)cc3)ccc2=O)cc1	107	-2.0	-3	18	5	-4	-1.6	-33	-4
CN1CCCN(Cc2nc(-c3ccc(Cl)cc3)no2)CC1	109	-2.4	17	6	3	-14	-0.1	7	0
CC(C)CC1NC(=O)N(CC(=O)N2CCCc3ccccc32)C1=O (stereo not drawn)	97	-0.5	-26	24	-4	0	1.1	-8	-6
Cc1nn(C)cc1CNC(=O)C1(C)CC1(Cl)Cl (stereo not drawn)	100	-0.3	-10	17	1	0	-0.6	-2	11
C=Cc1ccc(C(=O)N2CCCC(Nc3ccc4c(c3)OCCO4)C2)cc1 (stereo not drawn)	99	0.0	12	13	-3	5	2.1	-18	-1
COc1ccc2c(c1)C(C1=C(O)CC(C)(C)CC1=O)C1=C(CC(C)(C)CC1=O)O2 (stereo not drawn)	100	-4.9	11	2	3	0	-4.4	-11	3
COC(=O)C1Cc2c([nH]c3ccccc23)CN1 (stereo not drawn)	89	-2.9	13	3	-7	-7	-2.0	-3	2
CC(=O)O/C(=C\c1cn(C(C)=O)c2ccccc12)C(=O)O	111	-3.5	26	/	7	4	-1.4	-2	7
CC(=O)N1CCC(=NNc2ccc(S(=O)(=O)N3CCOCC3)cc2[N+](=O)[O-])CC1	96	-0.6	2	-6	-1	5	-1.9	5	4
CCn1c(=O)c(=O)[nH]c2cc(C(=O)N(C)Cc3ccc(OC)c(F)c3)ccc21	97	-3.4	15	12	7	5	-2.5	-21	3
O=C(Nc1ccccc1Br)C1CCN(C(=O)Cc2ccccc2)CC1	97	-3.9	4	1	-2	-4	-4.6	-17	5
Cc1ccc(NC(=O)/C(C#N)=C/c2cccs2)c(C)c1	104	-3.7	14	33	5	0	-2.9	2	0
O=C(COc1ccc(Br)cc1)NCCCNC(=O)c1cnccn1	104	-2.0	-1	6	-1	-2	-3.1	-13	3
CC1(C)Nc2ccccc2N(CC(=O)N2CCCCC2)C1=O	103	-5.7	-7	2	8	-13	-4.5	-2	0
CCOC(=O)C(=O)NCc1ccc(/C=C2/N=C(C)C(C(=O)OCC)=C2O)o1	79	-3.0	26	-3	5	25	-3.1	11	24
N#Cc1nc(-c2ccccc2F)oc1NCCc1ccccc1	104	-0.5	-9	10	-1	3	-0.4	-8	-6
CCOC(=O)CCc1c(C(=O)OCC)[nH]c(CC)c1C(=O)OCc1ccccc1	96	-3.2	1	/	7	-15	-2.7	-24	-2
CCCCC(=O)NC(c1ccc(C(C)C)cc1)c1ccc2cccnc2c1O (stereo not drawn)	100	-4.1	-49	24	0	0	-1.6	-32	24
Cc1cc([N+](=O)[O-])nn1CCCC(=O)NC(C)c1ccccc1 (stereo not drawn)	104	-3.8	-9	16	0	-9	0.7	3	-2
Cc1oncc1-c1csc(-c2ccccc2)n1	86	0.5	8	-15	-6	-10	0.7	-4	8
COC(=O)c1ccc(C(=O)OC)c(=O)[nH]1	77	0.4	11	12	-27	18	1.1	0	-1
CCC(C)(C)n1nnnc1C(c1cc2cc(C)ccc2[nH]c1=O)N1CCCc2ccccc21 (stereo not drawn)	/	-4.6	27	19	/	14	-1.1	3	5
O=C(O)c1ccc(CSc2nnc(-c3cccnc3)n2-c2ccc(Br)cc2)cc1	88	-2.8	1	-13	-3	15	-3.3	-43	-2
COc1cc(C2=NOC(C(=O)N3CCCCCC3)C2)cc(OC)c1OC (stereo not drawn)	102	-1.0	-6	-7	4	3	-3.2	-14	9
c1ccc(COc2nsnc2N2CCOCC2)cc1	115	-5.5	7	-6	10	21	-5.2	-7	6
CON/C=C(\C=Nc1ccc(C(F)(F)F)cc1)c1ncc(C(F)(F)F)cc1Cl	98	-1.3	-5	-12	-7	6	-0.6	-9	18
Cc1ccc(N/C=C2/Sc3ccccc3NC2=O)cc1	100	-1.1	4	19	-3	5	0.1	-4	3
COC(=O)c1oc2ccc(Br)cc2c1NC(=O)CCCN1C(=O)c2ccccc2C1=O	102	-1.1	6	31	-1	-2	-1.6	12	-3
COc1cccc(Cn2nnc(C(=O)Nc3ccc(C)cc3)c2N)c1	93	-2.1	1	-20	1	-18	0.1	-2	-11
Cc1cccc2cc(CN(CCN3CCOCC3)C(=O)Nc3ccccc3F)c(=O)[nH]c12	112	-0.8	-1	2	1	-2	-4.2	-12	-1
CC1(C)C2CCC1(C)C(OC(=O)CC(=O)O)C2 (stereo not drawn)	102	-0.4	18	/	2	-1	0.1	-1	3
COc1ccc2c(c1)-c1c(sn(-c3ccccc3)c1=S)C(C)(C)N2	116	-1.8	-23	25	-1	3	1.3	-2	-17
O=C(c1ccc(OC2CCN(C(=O)C3CC3)CC2)cc1)N(CCO)Cc1ccccc1	99	-2.2	16	-17	5	0	-2.6	-40	7
O=C(CSc1nnc(-c2ccc(Br)cc2)n1CCc1ccccc1)NC1CCS(=O)(=O)C1 (stereo not drawn)	107	-4.7	7	14	0	1	-6.0	-32	-3
COc1ccc(-c2nc(=S)c3c(n2CCN2CCOCC2)CC(C)(C)OC3)cc1	111	-1.3	22	18	13	-3	-1.7	-3	-4
O=C(N/N=C/c1cn(-c2cccs2)nc1-c1ccccc1)c1ccccc1O	109	-3.1	-25	25	-2	1	-4.6	-5	7
CCC1=Nc2ccccc2NC2=C1C(=O)CCC2	95	-2.1	22	13	-4	10	-0.3	-2	2
(list continues)
SMILES	MEKK2 WT-MEK5	IMP-1 inhibitor	SUMO HTRF inh	NALP1 yeast inh	MEKK2 mut-MEK5	M18AAP inhibitor	VIM-2 inhibitor	DNA FID counter	HCV NS3 hel inh
CC(C)C(=O)Nc1nnc(COc2ccc(Cl)cc2)s1	99	-1.7	5	/	4	5	-1.9	-9	9
CC(Oc1ccc2ccccc2c1)C(=O)N/N=C/c1cccnc1 (stereo not drawn)	94	-1.9	0	9	-7	-1	-1.8	-23	3
CN(c1ccccc1)S(=O)(=O)c1ccc(Cl)c(C(=O)Nc2ccc(-c3nc4ccccc4[nH]3)cc2)c1	99	-3.3	11	/	-1	8	-2.5	-7	23
O=C(NCC1CCCO1)C1CCC(CNS(=O)(=O)c2ccccc2)CC1 (stereo not drawn)	105	0.7	-4	-4	2	-3	-3.5	-12	5
Cc1cc(N)n2ncc(-c3ccc(Cl)cc3)c2n1	100	-2.9	2	-5	-2	3	-2.2	13	-10
COc1ccc2c(C)cc(SCc3c(C)noc3C)nc2c1	108	-2.5	-14	8	5	7	-2.0	-15	-1
